Rab9 promoter act: qHTS Assay for Rab9 Promoter Activators. Huh7 Rab9 promoter-luciferase reporter, luminescence, 24 h. Potency, µM (series often up to 9.22 µM), without a hit: at the highest dose activation, negative = inhibition, usual class: activators. 320,000 tested, 2.8% active; also: potency is read from the fitted curve at half-maximal effect; % of control where 0% means no effect; nearly all actives have a fitted effect of over 60% in size
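Luminescence read-out: Huh7 cells stably expressing Rab9-luciferase, treated 24 h with compound at 37 °C, then lysed with luciferase reagent for 10 min at ambient before reading.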
Menin MLL FP TR: qHTS Assay for Inhibitors Targeting the Menin-MLL Interaction in MLL Related Leukemias: Competition With Texas Red Labeled MLL-derived Mutant Peptide; O00255; Menin + Texas Red MLL mutant peptide, fluorescence polarization; Potency, µM (series often up to 61.6 µM), for inactives: at the top dose FP activity change, negative = inhibition, actives largely listed as inhibitors; 270,000 tested, 0.23% active; active = well fitted inhibition curve with a large enough effect in the polarisation, with a control signal flat, not every such curve was filed as active; inconclusive = small, poorly fitted or top-dose-only effect, or effect the other way, or a change in a side signal; inactive = no such curve, though single readings can be large or run the other way; the % refers to the polarisation; also: potency is read from the fitted curve at half-maximal effect; % of control where 0% means no effect; many of its hits are not listed in these tables
Target sequence (O00255 whole entry, looked up): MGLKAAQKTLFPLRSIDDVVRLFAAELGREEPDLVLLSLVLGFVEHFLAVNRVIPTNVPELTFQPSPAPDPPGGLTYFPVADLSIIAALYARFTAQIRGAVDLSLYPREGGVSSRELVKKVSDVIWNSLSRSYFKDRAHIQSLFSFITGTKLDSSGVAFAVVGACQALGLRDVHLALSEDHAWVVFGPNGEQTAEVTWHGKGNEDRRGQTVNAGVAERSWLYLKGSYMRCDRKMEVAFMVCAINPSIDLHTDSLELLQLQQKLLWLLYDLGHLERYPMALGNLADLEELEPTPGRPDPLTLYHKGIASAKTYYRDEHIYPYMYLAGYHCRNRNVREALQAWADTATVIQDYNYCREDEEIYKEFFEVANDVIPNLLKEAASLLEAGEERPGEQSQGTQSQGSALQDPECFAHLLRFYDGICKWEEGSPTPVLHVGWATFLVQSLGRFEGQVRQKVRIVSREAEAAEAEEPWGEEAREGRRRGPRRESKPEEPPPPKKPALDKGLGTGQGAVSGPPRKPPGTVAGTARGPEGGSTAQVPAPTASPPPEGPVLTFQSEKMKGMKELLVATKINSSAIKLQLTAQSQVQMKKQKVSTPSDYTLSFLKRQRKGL
RORg inh: qHTS for inhibitors of ROR gamma transcriptional activity | Nuclear receptor ROR-gamma (Mus musculus), P51450 | Drosophila S2 Gal4-RORgamma UAS-luciferase reporter, 20 h | Potency, µM (series often up to 53.6 µM), inactives show at the top dose activity change, negative = inhibition, hits mostly inhibitors | 310,000 tested, 5.4% active; also: potency is read from the fitted curve at half-maximal effect; % is scaled to controls: 0 for no effect and ±100 for the full control effect; nearly all actives have a fitted effect of over 60% in size
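Stably transfected Drosophila Schneider cells are the test system, with ROR gamma fused to Gal4 and luciferase under UAS control; luminescence is read after 20 hr of 700 uM copper sulfate induction at ambient temperature.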
Giardia kill: Small Molecules that selectively kill Giardia lamblia: qHTS. AID 540267, 2011. 340,000 tested, 0.15% active. activity change, % at 7.66 µM, hits read low. Giardia lamblia trophozoite viability; in the data active = activity change below about -80%; inconclusive = between about -30% and that limit;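 also: parasites exposed to compound for two days anaerobically before the ATP read; % is scaled to controls: 0 for no effect and ±100 for the full control effect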
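Viability, read as ATP luminescence: trophozoites at 100 cells/well, compound added, 48 hrs anaerobic at 37 deg C, then 15-30 min room-temperature development before reading.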
p53 reactivation: qHTS assay for re-activators of p53 using a Luc reporter; H1299 p53-A138V BP100-luciferase reporter, luminescence, 24 h; Potency, µM (doses to about 92.2 µM), inactives show at the top dose activity change, positive = activation, usual class: activators; 320,000 tested, 0.063% active; also: potency is read from the fitted curve at half-maximal effect; % of control where 0% means no effect; nearly all actives have a fitted effect of over 45% in size
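p53-null H1299 cells stably carrying temperature-sensitive p53-A138V and a BP100-luciferase reporter were pinned with compounds (4-point, 1:5 series) and held 24 hrs at 37 deg C. Luminescence was read 10 min after detection reagent.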
ELG1 genotoxic: qHTS screen for small molecules that induce genotoxicity in human embryonic kidney (HEK293T) cells expressing luciferase-tagged ELG1 | HEK293T ELG1-luciferase reporter, luminescence, 16 h | Potency, µM (doses to about 46 µM), for inactives: at the highest dose activity change, positive = activation, most hits filed as activators | 330,000 tested, 1.3% active | AID 504466, 2011; also: potency is read from the fitted curve at half-maximal effect; % of control where 0% means no effect; nearly all actives have a fitted effect of over 60% in size
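After overnight (16 hr) compound treatment at 37 °C, ELG1-luciferase HEK293T cells were lysed with ONE-Glo; luminescence quantified 30 min later at room temperature.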
PKM2 activator: qHTS Assay for Activators of Human Muscle isoform 2 Pyruvate Kinase; Potency, µM (doses to about 57.5 µM), inactives show at the highest dose activation, hits mostly activators; Pyruvate kinase PKM (Homo sapiens), P14618; purified PKM2, Kinase-Glo ATP luminescence, activation; response scale: 0% is enzyme alone, no compound; AID 1631, 2009; 260,000 tested, 0.34% active; also: potency is read from the fitted curve at half-maximal effect; % is scaled to controls: 0 for no effect and ±100 for the full control effect; nearly all actives have a fitted effect of over 55% in size
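hPK-M2, >95% pure; 0.1 mM ADP / 0.5 mM PEP final; imidazole pH7.2 buffer w/ 7 mM MgCl2, 50 mM KCl; 1 h RT; Kinase-Glo lum. Intermediate enzyme activity for dual inhibitor/activator qHTS.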
Gal4-VP16 FLuc: VP16 counterscreen qHTS for inhibitors of ROR gamma transcriptional activity; 310,000 tested, 3.5% active; Drosophila S2 Gal4-VP16 UAS-luciferase, luminescence, 20 h; Potency, µM (top dose mostly 53.6 µM), for inactives: at the highest dose activity, negative = inhibition, actives largely listed as inhibitors;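 also: Gal4-VP16 expression switched on by copper sulfate through the metallothionein promoter; potency is read from the fitted curve at half-maximal effect; % is scaled to controls: 0 for no effect and ±100 for the full control effect; nearly all actives have a fitted effect of over 50% in size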
NPC1 promoter act: qHTS Assay for NPC1 Promoter Activators | Potency, µM (doses to about 9.22 µM), without a hit: top-dose activation, most hits filed as activators | Huh7 NPC1 promoter luciferase reporter, 24 h | 320,000 tested, 2.4% active;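 also: potency is read from the fitted curve at half-maximal effect; % of control where 0% means no effect; nearly all actives have a fitted effect of over 60% in size; reporter is driven by a mutant NPC1 promoter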
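Quantitative HTS used a cell-based reporter: Huh7 cells stably bearing the NPC1 promoter upstream of luciferase were treated with compounds for 24 h, and promoter activation was read as luminescence.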
BRCA1 expr act: qHTS Assay to Identify Small Molecule Activators of BRCA1 Expression | AID 624202, 2012 | MCF7-BRCA1-FFLuc reporter, luminescence, 48 h; response scale: scaled: vehicle 0%, 10 µM genistein 100% | 380,000 tested, 1.1% active | Potency, µM (highest dose often 46.1 µM), for the others: at the highest dose activation, actives largely listed as activators; also: potency is read from the fitted curve at half-maximal effect; nearly all actives have a fitted effect of over 80% in size; some results filed as inactive show a strong effect at the top dose
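Reporter cells (MCF7, BRCA1 promoter-firefly luciferase) received library compounds across a concentration series for 48 h. End-point luminescence was measured and concentration-effect curves derived after normalization.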
FLuc counter: qHTS profiling assay for firefly luciferase inhibitor/activator using purifed enzyme and Km concentrations of substrates (counterscreen for miR-21 project); Luciferin 4-monooxygenase (Photinus pyralis), P08659; 360,000 tested, 6.9% active; purified FLuc, Km substrates, luminescence inhibition; AID 588342, 2011; Potency, µM (doses to about 57.5 µM), for the others: at the top dose activity change, negative = inhibition, hits mostly inhibitors;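 also: potency is read from the fitted curve at half-maximal effect; plate controls were vehicle for no effect and reference inhibitor for full effect; nearly all actives have a fitted effect of over 55% in size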
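Purified P. pyralis luciferase, 10 nM final, with Km-level 10 uM D-luciferin and 10 uM ATP in 50 mM Tris acetate pH 7.5, 10 mM Mg acetate, 0.01% Tween-20, 0.05% BSA; 6-point qHTS titration about 60 µM downward; luminescence read.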
* = called active by the depositor; ? = inconclusive; / = no result given; & = joins results of further samples; ! = repeats disagree; [ ] = dose if it differs, or a comment. Unless noted, calls follow the shape of the dose curve; as a rule, active = well fitted curve in the direction sought with a large enough effect; inconclusive = small, poorly fitted or top-dose-only effect, or another doubt; inactive = no such curve, though single readings can be large; an effect the other way counts as inactive or inconclusive. A portion of the library; the hit share may differ from the screen's.

SMILES	Rab9 promoter act	Menin MLL FP TR	RORg inh	Giardia kill	p53 reactivation	ELG1 genotoxic	PKM2 activator	Gal4-VP16 FLuc	NPC1 promoter act	BRCA1 expr act	FLuc counter
Cc1ccc(-c2c(C(=O)N/N=C/c3ccncc3)nnn2-c2nonc2N)cc1	-3.7%	-0.2%	-43.8%	-11.2	-17.5%	-1.6%[9.26 µM]	/	?	-0.1%	-29.0%	0.8%
CC(C)N1CCc2c(sc(NC(=O)CCc3ccccc3)c2C(N)=O)C1	3.0%	-5.3%	11.0%	-20.3	-4.3%	-7.4%	0.8%	7.3%	8.4%	-16.9%	-5.2%
CNC(=O)C12CCC(C)(c3nc4cc(C)c(C)cc4nc31)C2(C)C (stereo not drawn)	1.1%	0.5%	5.8%	-11.3	-1.1%	-3.0%	6.6%	-5.4%	-2.4%	-0.5%	-1.0%
CCc1ccc(NC(=O)CN(N=Nc2nonc2C)c2nonc2C)cc1	-3.6%	-19.2%	3.98µM*	-8.9	6.1%	-2.9%	8.1%	?	-0.9%	-6.3%	-0.4%
CCN(CC(=O)NCc1cccs1)C(=O)c1ccc(OC)c(S(=O)(=O)N2CCOCC2)c1	-0.6%	/	/	-10.9	3.1%	6.5%	/	/	-5.7%	-16.3%	8.3%
COc1cc(C(=O)Nc2ccc(Nc3ccccc3)cc2)cc(OC)c1OC	1.9%	?	25.7%	3.8	-45.1%[inhibitor]	-15.2%	1.2%[11.5 µM]	0.3%	-2.3%	0.0%	-13.2%
CC(=O)C1C(c2cccc(Oc3ccccc3)c2)NC(=O)NC1(O)C(F)(F)F (stereo not drawn)	6.7%	0.9%	-1.5%	11.5	-0.7%	-3.5%	7.9%	6.5%	-6.2%	-7.6%	5.5%
O=C(Cn1nnc(-c2ccccc2NC(=O)C2CC2)n1)NC1CCCCC1	4.5%	15.2%	3.0%	-3.6	0.3%	-2.7%	3.4%	7.9%	-4.3%	-2.2%	3.0%
Cc1cccc(C2CC(c3ccccc3)Nc3ncnn32)c1 (stereo not drawn)	-6.7%	-0.8%[11.7 µM]	?	10.4	2.7%	0.1%	1.7%	-5.2%	0.3%	3.2%	1.8%
CCOc1ccc(N(C)S(=O)(=O)c2c[nH]c(C(=O)OC)c2)cc1	-0.2%	14.9%	-0.3%	-21.2	-1.7%	-0.2%	/	6.8%	-1.9%	-16.8%	-0.9%
COc1ccc(C(C(=O)NC2CCCC2)N(C(=O)c2snc(-c3ccc(F)cc3)c2N)c2ccccc2)cc1 (stereo not drawn)	-3.2%	?	-4.7%	4.7	-1.9%	2.6%	-1.6%	0.3%	-2.5%	-30.3%	-0.4%
CCO[C@@H]1OC(C(=O)NCc2ccccc2)=C[C@H](C)[C@H]1CCCO	-1.1%	-1.0%	?	?	-1.7%	-0.4%	0.3%	0.7%	-4.0%	4.1%	-1.0%
CCC(C(=O)Nc1cc(C)nn1-c1nc(C)cc(C)n1)c1ccccc1 (stereo not drawn)	-1.6%	-4.0%	-16.9%	4.2	-2.5%	-5.1%	17.2%	-18.0%	-3.2%	-46.3%	1.2%
COc1ccc(OC)c(NC(=O)C2CCCN(S(=O)(=O)c3cccc4nsnc34)C2)c1 (stereo not drawn)	-6.0%	-11.8%	8.7%	11.9	13.2%	-9.1%	-2.3%	-2.1%	-1.8%	-31.2%	1.8%
O=C(CC1CCCC1)N1CCN(S(=O)(=O)c2ccccc2)CC1	0.0%	/	/	-3.7	-6.2%	0.1%	/	/	-2.1%	-0.9%	3.9%
Cc1cc2n(c1)CCn1c(C)ccc1-2	2.9%	?	-2.6%	/	0.7%	-7.9%	-8.4%	1.3%	5.8%	/	-6.0%
S=C(NCc1ccncc1)Nc1ccc(Br)cc1Cl	-9.4%	/	-3.4%	-17.3	-1.9%	-9.4%	3.7%	-18.3%	-2.2%	-8.5%	-1.9%
Nc1nc2ccc(OC(F)(F)F)cc2s1	10.3µM*!	3.2%	?	-24.7	/	16.2%	-0.5%&5.1%	?	10.3µM*!	-8.1%	?
O=C(Nc1cccc(F)c1)NC1CC2CCCC(C1)N2C1CC1 (stereo not drawn)	2.6%	3.7%	1.3%	6.3	8.0%	2.4%	-4.5%	-0.4%	-0.9%	0.6%	1.5%
Nc1c(C(=O)N2CCCCC2)sc(=S)n1-c1ccccc1	-0.7%	-10.0%	2.6%	16.7	0.1%	-4.7%	5.1%	?	4.0%	7.5%	-18.9%
COc1ccc(C(=O)C2CCCN(Cc3ccc4nonc4c3)C2)cc1OC (stereo not drawn)	-17.6%	-2.5%	?	-3.2	-2.3%	-8.3%	-2.7%	1.6%	0.2%	0.0%	5.3%
CCN(CC)CCNC(=O)c1c(C)n(-c2ccccc2)c2cc(Br)c(OC)cc12	-7.0%	?	42.1%	10.7	-6.8%	1.4%	6.4%	-15.7%	0.2%	-21.1%	-0.7%
CC(OC(=O)c1cc2c(ccc3ccccc32)oc1=O)c1nc2ccccc2s1 (stereo not drawn)	-0.6%	4.6%	?	-6.7	4.9%	0.8%	-0.7%	2.5%	1.5%	-22.4%	8.3%
Cc1nc2nc(C)c(CCC(=O)N3CCN(c4ccccn4)CC3)c(C)n2n1	4.6%	-4.1%	18.5%	1.9	?	1.9%	-0.8%	-3.2%	-2.0%	-0.3%	2.0%
Cc1ccc(S(=O)(=O)N2CCC(C(=O)OCC(=O)N3CC(=O)Nc4ccccc43)CC2)cc1	6.4%	-2.3%	-11.2%	-2.1	1.4%	-1.2%	14.3%	-6.0%	-2.0%	0.4%	0.3%
COc1ccc(-c2cnnc(N/N=C/c3c(C)nn(-c4ccccc4)c3Cl)n2)cc1	-8.9%	-4.7%	9.6%	5.8	0.7%	13.4%	0.8%	0.0%	-12.9%	-72.5%[inhibitor]	0.6%
COc1ccc(C2=NOC(C(=O)N3CCN(c4ccccc4OC)CC3)C2)cc1 (stereo not drawn)	-1.7%	4.4%	-2.1%	-4.2	-6.5%	-13.2%	3.9%	2.1%	0.6%	-16.1%	4.1%
COc1ccc(OCCCC(=O)NC(C)c2ccccc2)cc1 (stereo not drawn)	-2.9%	3.1%	?	9.8	0.0%	-3.9%	9.2%	8.0%	1.3%	-3.2%	-1.0%
Cc1cc(-c2nnc(SCC(=O)Nc3ccc(C)c(C)c3)n2N)n[nH]1	5.8%	/	-29.3%	32.3[activator]	-1.8%	0.6%	/	-13.1%	17.8%	-9.8%	10.7µM*
O=C(Nc1nc2ccccc2s1)c1cc(-c2ccco2)nc2ccccc12	-4.6%	-1.6%	?	5.0	10.2%	0.9%	1.7%	12.6µM*	-0.1%	9.4%	?
CCC(CC)C(=O)N1c2ccc(F)cc2CCC1C (stereo not drawn)	-4.2%	-20.5%	-5.3%	-2.0	2.7%	-1.8%	-1.6%	7.2%	-1.6%	-11.3%	-0.4%
O=C(Nc1ccccc1C(=O)N1CCCC1)C1COc2ccccc2O1 (stereo not drawn)	-3.3%	1.8%	-15.8%	16.3	-0.2%	-3.7%	/	3.2%	-0.6%	-6.2%	-1.5%
CN(C)CCCNCCCNC(=O)/C(=N\O)c1ccccc1	-1.3%	/	3.1%	-24.8	2.1%	5.0%	3.1%	-2.8%	2.3%	0.9%	-1.0%
Cc1c(Cl)cccc1N(CC(=O)O)S(C)(=O)=O	-1.2%	-4.8%	-4.7%	-3.6	2.2%	0.2%	-3.7%	0.8%	-1.9%	-14.9%	0.7%[2.3 µM]
CC1(C)Cc2nc3oc4c(SCC(N)=O)ncnc4c3cc2CO1	13.4%	/	-4.2%	7.8	7.4%	2.6%	3.1%	2.2%	9.0%	48.1%	?
O=C1CCCN1c1nccs1	3.4%	-0.6%	7.4%	?	2.1%	2.1%	-9.5%	18.1%	-5.1%	19.6%	-0.3%

Assay outcomes deposited in PubChem by National Center for Advancing Translational Sciences (NCATS).
